# BAZ2B inh – qHTS Assay for Inhibitors of BAZ2B. AlphaScreen BAZ2B-H3K14Ac peptide displacement. 360,000 tested, 4.4% active. Potency, µM (doses to about 114 µM), for inactives: top-dose activity change, negative = inhibition, usual class: inhibitors. AID 504333, 2011. Bromodomain adjacent to zinc finger domain protein 2B (Homo sapiens), Q9UIF8; also: % is scaled to controls: 0 for no effect and ±100 for the full control effect; nearly all actives have a fitted effect of over 60% in size
#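 AlphaScreen displacement of biotin-H3(5-23)K14Ac peptide (50 nM final) from BAZ2B (50 nM final) in PBS pH 7.4, 0.01% Tween-20; complex preformed 30 min RT, then compounds (top 110 uM) 30 min RT, beads 20 min dark.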
# G9a inh – qHTS Assay for Inhibitors of Histone Lysine Methyltransferase G9a. G9a H3K9 monomethylation, AlphaScreen, 2 h. Potency, µM (titrated, usually from 102 µM), inactives show at the highest dose activity, negative = inhibition, actives largely listed as inhibitors. 350,000 tested, 8.8% active. AID 504332, 2011; also: % is scaled to controls: 0 for no effect and ±100 for the full control effect; nearly all actives have a fitted effect of over 75% in size
# Target sequence (Q96KQ7 913-1193 limits assumed): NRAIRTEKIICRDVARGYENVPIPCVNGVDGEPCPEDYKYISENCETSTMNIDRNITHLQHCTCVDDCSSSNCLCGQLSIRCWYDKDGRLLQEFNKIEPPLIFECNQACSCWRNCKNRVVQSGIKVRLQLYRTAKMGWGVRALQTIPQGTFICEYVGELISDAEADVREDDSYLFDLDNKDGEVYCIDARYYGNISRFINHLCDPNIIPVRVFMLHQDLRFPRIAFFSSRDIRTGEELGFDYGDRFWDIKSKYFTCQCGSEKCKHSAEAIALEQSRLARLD
#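 Using a bead-based AlphaScreen, monomethylated H3K9 product from 2 h room-temperature reactions (G9a 20 nM, peptide 500 nM, SAM 20 uM) was detected with 0.5 ug/mL rabbit anti-H3K9me1 antibody.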
# POLI inh – qHTS for Inhibitors of Polymerase Iota; DNA polymerase iota (Homo sapiens), Q9UNA4; Pol iota fluorescent replication assay, 10 min; Potency, µM (series often up to 115 µM), for the others: at the top dose activity, negative = inhibition, most hits filed as inhibitors; 390,000 tested, 1% active
#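 Fluorescent replication assay read twice, at 0 min and 10 min after adding 50 nM (final) substrate. Enzyme (10 nM) and compounds were first incubated 15 min at room temperature; enzyme-free buffer wells were negative controls.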
# POLH inh – qHTS for Inhibitors of Polymerase Eta. DNA polymerase eta (Homo sapiens), Q9Y253. recombinant Pol eta, fluorescent DNA replication assay. Potency, µM (titrated, usually from 114 µM), inactives show top-dose activity change, negative = inhibition, usual class: inhibitors. 390,000 tested, 1.2% active. AID 588591, 2011; also: % is scaled to controls: 0 for no effect and ±100 for the full control effect
#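 Fluorescent replication assay: 50 nM final substrate added after a 15 min room-temperature compound preincubation with 10 nM enzyme. Signal taken at 0 min and again at 10 min.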
# Apoferritin bind – qHTS Assay for Identification of Novel General Anesthetics. 350,000 tested, 0.074% active. Ferritin light chain (Equus caballus), P02791. Potency, µM (series often up to 77.5 µM), for inactives: top-dose activity change, negative = displacement, actives largely listed as inhibitors. apoferritin/1-aminoanthracene competitive binding, fluorescence; also: % is scaled to controls: 0 for no effect and ±100 for the full control effect; nearly all actives have a fitted effect of over 20% in size
# Target sequence (P02791 2-175 limits assumed): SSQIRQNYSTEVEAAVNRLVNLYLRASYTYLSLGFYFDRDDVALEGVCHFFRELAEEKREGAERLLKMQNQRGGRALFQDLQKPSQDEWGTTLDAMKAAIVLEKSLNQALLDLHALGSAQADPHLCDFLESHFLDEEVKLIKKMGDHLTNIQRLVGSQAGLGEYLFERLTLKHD
#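 Horse-spleen apoferritin (10 uM) was mixed with 50% saturated 1-aminoanthracene in PBS, exposed to compounds for 10 min at room temperature, and read for fluorescence (ex 380 nm, em 535 nm). Competitive displacement was fitted with a four-parameter Hill equation.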
# Pol beta inh – qHTS Assay for Inhibitors of DNA Polymerase Beta; 340,000 tested, 1.3% active; AID 485314, 2010; Pol beta primer extension/strand displacement, fluorescence kinetic; Potency, µM (top dose mostly 114 µM), inactives show top-dose activity change, negative = inhibition, hits mostly inhibitors; also: % is scaled to controls: 0 for no effect and ±100 for the full control effect
#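 Enzyme-only controls used 10 nM Pol beta; buffer lacking enzyme served as negative control. Compound preincubated 15 min, then 50 nM substrate added; 0 and 10 min reads at room temperature.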
# APE1 inh – qHTS Assay for Inhibitors of the Human Apurinic/apyrimidinic Endonuclease 1 (APE1). DNA repair nuclease/redox regulator APEX1 (Homo sapiens), P27695. recombinant APE1, TAMRA/BHQ-2 abasic DNA cleavage fluorescence. Potency, µM (top dose mostly 65.8 µM), for the others: top-dose activity change, negative = inhibition, most hits filed as inhibitors. 350,000 tested, 0.35% active. AID 2517, 2012;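 also: plate controls were vehicle for no effect and reference inhibitor for full effect; nearly all actives have a fitted effect of over 55% in size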
# Target sequence (P27695 whole entry, looked up): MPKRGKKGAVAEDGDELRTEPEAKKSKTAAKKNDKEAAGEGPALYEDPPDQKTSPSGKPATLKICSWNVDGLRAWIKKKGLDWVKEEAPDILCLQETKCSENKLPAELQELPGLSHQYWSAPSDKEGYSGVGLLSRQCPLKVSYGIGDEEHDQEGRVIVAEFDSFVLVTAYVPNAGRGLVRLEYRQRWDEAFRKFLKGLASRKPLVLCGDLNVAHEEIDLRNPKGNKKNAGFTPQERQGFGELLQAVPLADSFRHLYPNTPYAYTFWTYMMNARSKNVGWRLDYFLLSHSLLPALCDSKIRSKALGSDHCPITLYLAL
#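 Measures dequenching upon AP-site incision of a 5'-TAMRA/3'-BHQ-2 THF-containing duplex, 50 nM; human APE1 0.75 nM after 15 min room-temperature exposure to compound; kinetic three-point read at one-minute spacing.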
# POLK inh – qHTS for Inhibitors of Polymerase Kappa | DNA polymerase kappa (Homo sapiens), Q9UBT6 | Potency, µM (titrated, usually from 107 µM), for the others: at the top dose activity, negative = inhibition, usual class: inhibitors | purified Pol kappa, fluorescent DNA synthesis assay, 10 min | 400,000 tested, 0.53% active; also: % is scaled to controls: 0 for no effect and ±100 for the full control effect
#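 Inhibition of 10 nM Pol kappa is measured by a fluorescent read-out at 0 and 10 min following addition of 50 nM substrate (final), with a 15-min room-temperature compound preincubation.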
# BLM helicase inh – qHTS Assay for Inhibitors of Bloom's syndrome helicase (BLM). recombinant BLM DNA unwinding, fluorescence dequenching. 350,000 tested, 0.2% active. Potency, µM (doses to about 56.1 µM), without a hit: top-dose activity change, negative = inhibition, hits mostly inhibitors;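 also: plate controls were vehicle for no effect and no enzyme for full effect; nearly all actives have a fitted effect of over 35% in size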
# The depositor's hits bear a star; ? = inconclusive; / = not tested or not shown; & = joins results of further samples; ! = not confirmed by another sample; [ ] = another dose, or the depositor's remark. Calls follow the shape of the dose curve; as a rule, active = well fitted curve in the direction sought with a large enough effect; inconclusive = small, poorly fitted or top-dose-only effect, or another doubt; inactive = no such curve, though single readings can be large; an effect the other way counts as inactive or inconclusive. Potency is read from the fitted curve at half-maximal effect. An excerpt; the hit share may differ from the screen's.
canonical_smiles | BLM helicase inh | APE1 inh | Pol beta inh | Apoferritin bind | BAZ2B inh | POLK inh | POLI inh | G9a inh | POLH inh
COC(=O)c1c[nH]c(=O)c2ccccc12 | -1% | 25% | 17% | 3% | 3% | 2% | 58%[activator] | / | -6%
COc1ccc(NC(=O)CN2CCN(CC(=O)Nc3ccccc3F)CC2)cc1OC | -1%&-2% | -3% | 22%&-22% | -11%&0% | -5%&4% | -17% | -2%&10% | 45µM*! | -12%&-3%
CC(C)Sc1ccc([N+](=O)[O-])cc1C(=O)Nc1ccncc1 | -9% | 17% | -1% | -8% | -9% | -4% | 61%[activator] | / | -2%
COc1ccc(S(=O)(=O)N2CCN(C(=O)c3cccs3)CC2)cc1OC | -2% | 9% | 15% | -15% | 7% | -7% | 7% | ? | -11%
COc1ccc(C2c3c(-c4ccccc4O)n[nH]c3C(=O)N2Cc2ccco2)cc1 (stereo unspecified) | -10%&-10% | -3% | -27% | -21%&-17% | 35µM* | -10%&-14% | 5%&-6% | -37%[59 µM] | ?
O=C(C1CCN(S(=O)(=O)c2ccccc2)CC1)N1CCN(c2ccccc2)CC1 | -2% | 15% | 2% | 4% | -16% | -8% | -17% | / | -22%
COc1ccc(C(C)C)cc1S(=O)(=O)N1CCC(C(=O)N2CCN(C)CC2)CC1 | -3% | 30% | -10% | -7% | -14% | -7% | 8% | 13% | -10%
O=c1c2nnn(Cc3ccccc3)c2ncn1C/C=C/c1ccccc1 | -3% | -1% | -12% | -1% | -3% | -9% | -8% | 4% | -11%
CC(C)(C)c1ccc(OCCNC(=O)c2ncn[nH]2)cc1 | -2% | 0% | 9% | ? | 11µM* | -3% | 12% | -5% | -4%
COc1ccc(-c2nc3cnc(N4CCN(C)CC4)nc3n(C)c2=O)cc1 | -4% | 21% | / | / | / | -3%[60.1 µM] | / | -8%[0.501 µM] | /
COc1ccc(NC(=O)CSc2nc(-c3ccco3)cc(C(F)(F)F)n2)cc1OC | -1% | / | 17% | -2% | -2% | 1% | 13% | -4%[59 µM] | -7%
C=CC[C@@H](CC(=O)N[C@@H](CO)Cc1ccccc1)C(=O)N[C@H](COC(=O)[C@H](CC=C)CC(=O)OC(C)(C)C)Cc1c[nH]c2ccccc12 | / | -11% | / | / | / | -21% | 30%[activator] | / | -19%

canonical_smiles | BLM helicase inh | APE1 inh | Pol beta inh | Apoferritin bind | BAZ2B inh | POLK inh | POLI inh | G9a inh | POLH inh
CC(NC(=O)c1cccs1)c1nnc(SCc2ccc(Cl)cc2Cl)n1C (stereo unspecified) | 7% | -2% | -17% | 2% | -2% | -1% | -5% | 0% | -15%
NS(=O)(=O)c1ccc2nc(NC(=O)Nc3ccc(F)cc3)sc2c1 | 1% | 9% | -8% | -15% | 1% | -3% | 26% | 50µM* | -4%
CCc1ccc(N2CC(c3nc4ccccc4n3Cc3ccccc3C)CC2=O)cc1 (stereo unspecified) | -2% | / | -1% | 4% | -26% | -4% | 10% | 2%[59 µM] | ?
Cc1c(-c2nc3ccccc3[nH]2)cnn1C | / | 27% | / | / | 1% | 11% | 18% | 17%[12.7 µM] | -17%
CCCCn1c(=O)[nH]c(=O)c2c1nc(-c1ccc(CC)c([N+](=O)[O-])c1)n2C | -2% | 2% | -11% | -11% | -13% | / | / | -30% | /
Cc1c(Cl)cnc(NC(=O)COC(=O)[C@@H](NC(=O)c2ccco2)C(C)C)c1Cl | / | 12% | / | / | / | -17% | ? | / | 50µM*
CCOc1ccccc1NC(=O)Nc1cccc(C(C)=O)c1 | -9% | 7% | -13% | -15% | 5% | -8% | -17% | 18% | -22%
c1nnnn1C12CC3CC(CC(C3)C1)C2 | -1% | -4% | 15% | ? | -9% | -1% | ? | 8%[12.7 µM] | -13%
Cn1c(=O)[nH]c(=O)c2c1nc(N1CCOCC1)n2CC(O)COc1ccc2ccccc2c1 (stereo unspecified) | 1% | 3% | 8% | 6% | 9% | -1% | 12% | 23%[59 µM] | -17%
COCCNC(=S)N/N=C(\C)c1ccccc1OC | 1% | 3% | 14% | -11% | -10% | -1% | 21% | 18%[59 µM] | -14%
Cc1ccccc1N1C(=O)c2cccc3cccc(c23)C1=O | -1% | 31% | 34% | -5% | 12% | -12% | 20% | 7% | -16%
O=C(CCc1nnc(Cc2ccc3c(c2)OCO3)o1)NCCc1ccccc1Cl | -1% | -12% | -9% | -20% | -13% | -2% | ? | 28%[0.501 µM] | -5%

# Another view of nine compounds above.
# Values run as follows: BLM helicase inh, APE1 inh, Pol beta inh, Apoferritin bind, BAZ2B inh, POLK inh, POLI inh, G9a inh, POLH inh
CC(NC(=O)c1cccs1)c1nnc(SCc2ccc(Cl)cc2Cl)n1C (stereo unspecified)
 : 7%, -2%, -17%, 2%, -2%, -1%, -5%, 0%, -15%
NS(=O)(=O)c1ccc2nc(NC(=O)Nc3ccc(F)cc3)sc2c1
 : 1%, 9%, -8%, -15%, 1%, -3%, 26%, 50µM*, -4%
CCc1ccc(N2CC(c3nc4ccccc4n3Cc3ccccc3C)CC2=O)cc1 (stereo unspecified)
 : -2%, /, -1%, 4%, -26%, -4%, 10%, 2%[59 µM], ?
Cc1c(-c2nc3ccccc3[nH]2)cnn1C
 : /, 27%, /, /, 1%, 11%, 18%, 17%[12.7 µM], -17%
CCCCn1c(=O)[nH]c(=O)c2c1nc(-c1ccc(CC)c([N+](=O)[O-])c1)n2C
 : -2%, 2%, -11%, -11%, -13%, /, /, -30%, /
Cc1c(Cl)cnc(NC(=O)COC(=O)[C@@H](NC(=O)c2ccco2)C(C)C)c1Cl
 : /, 12%, /, /, /, -17%, ?, /, 50µM*
CCOc1ccccc1NC(=O)Nc1cccc(C(C)=O)c1
 : -9%, 7%, -13%, -15%, 5%, -8%, -17%, 18%, -22%
c1nnnn1C12CC3CC(CC(C3)C1)C2
 : -1%, -4%, 15%, ?, -9%, -1%, ?, 8%[12.7 µM], -13%
Cn1c(=O)[nH]c(=O)c2c1nc(N1CCOCC1)n2CC(O)COc1ccc2ccccc2c1 (stereo unspecified)
 : 1%, 3%, 8%, 6%, 9%, -1%, 12%, 23%[59 µM], -17%

# The listing continues:
canonical_smiles | BLM helicase inh | APE1 inh | Pol beta inh | Apoferritin bind | BAZ2B inh | POLK inh | POLI inh | G9a inh | POLH inh
O=C(NCc1ccccn1)c1ccc2c(c1)N(Cc1ccccc1)CCS2 | -4% | 10% | 33% | 51%[activator] | ? | 7% | 28% | -8%[12.7 µM] | -8%
COc1ccc(-c2nc(O)c3cnccn23)cc1 | 0% | -1% | 3% | -3% | -22% | -21% | 5% | ? | -10%
CCOc1c2ccccc2nn1CCO | / | -1% | / | / | 1% | -9% | -2% | 19%[2.33 µM] | -12%
CC1CCN(S(=O)(=O)c2ccc3ncn(CC(=O)Nc4ccccc4C(F)(F)F)c(=O)c3c2)CC1 | -6% | / | 16% | -21% | -6% | 1% | ? | -25%[59 µM] | -6%
O=C1S/C(=C\c2ccccn2)C(=O)N1Cc1ccccc1F | -2% | 3% | 13% | -13% | 6% | -17% | 15% | 18µM* | -20%
Cc1[nH]c2ccccc2c1C(c1ccncc1)N1CCN(c2ccccn2)CC1 (stereo unspecified) | -7% | 17% | 3% | -4% | ? | -7% | 127%[activator] | 22µM* | -8%
Cc1cc(OCC(=O)N[C@@H](Cc2c[nH]c3ccccc23)C(=O)O)c2c(C)c(C)c(=O)oc2c1 | 2% | 2% | 32% | -16% | 12%[57.1 µM] | -3% | -20% | / | 0%
CCN(c1ccccc1)S(=O)(=O)c1c[nH]c2ccc([N+](=O)[O-])cc12 | -12% | -7% | 11% | ? | -13%[57.1 µM] | -14% | 22% | 9% | -16%
COC(=O)c1cc(Cl)c(NC(=O)/C=C/c2ccc(OC)c(OC)c2)cc1OC | 0% | ? | 13% | 4% | 9% | -10% | -4%[58.9 µM] | -42%[59 µM] | 6%
COc1ccc(N2C(=O)C(Cl)=C(Nc3ccccc3OC)C2=O)cc1 | -5% | -1% | -13% | -9% | ? | -3% | 11% | 45µM* | -26%
COC(=O)CCC(=O)OC1(C)C(=O)C2=CN(CC(C)C)C(c3ccc(OC)cc3)=CC2=C(Br)C1=O (stereo unspecified) | -7%[12.4 µM] | -6%[12.4 µM] | 5% | -4% | 40µM* | / | / | 0%[12.7 µM] | /
Cc1cc(C)n(S(=O)(=O)c2ccc3oc(=O)ccc3c2)n1 | 2% | 7% | 14% | -4% | 5% | -9% | -24% | 12% | 12%

canonical_smiles | BLM helicase inh | APE1 inh | Pol beta inh | Apoferritin bind | BAZ2B inh | POLK inh | POLI inh | G9a inh | POLH inh
Cc1ccc(CN2CCCn3nc(C(=O)NCC(C)c4ccccc4)cc3C2=O)cc1 (stereo unspecified) | 0% | / | -1% | 1% | -1% | 0%[60.1 µM] | 2% | 24%[59 µM] | -19%
COCCCNC(=O)Cn1nc(N2CCN(c3ccccc3)CC2)ccc1=O | -1% | / | 3% | 6% | 8% | -15% | 8% | 5%[59 µM] | -11%
CC(C)C[C@@H](N)c1nnc(SCC(=O)c2ccc(Cl)cc2)o1 | -2% | 1% | 11% | -21% | -11% | -4% | -16%[58.9 µM] | 4%[59 µM] | -15%
CCCNC(=O)c1sc2c(c1C(=O)Nc1ccccn1)CCCC2 | -4% | -6% | 1% | 2% | -12% | 2% | 13% | -38% | -18%
CC(c1ccccn1)N(CCN(C)C)C(=S)Nc1ccccc1F (stereo unspecified) | -2% | 4% | 8% | -10% | ? | -14% | ? | 8%[59 µM] | -8%
Cn1c(CN2CCOCC2)nnc1SCC(=O)NC1CCCCC1 | -9% | -3% | 3% | 2% | 11% | -7% | 33%[activator] | 18%[59 µM] | 1%
Cc1cc(NC(=O)CSc2nnc(-c3c[nH]c4ccccc34)n2C)no1 | 2% | 1% | 2% | -7% | 1% | 0% | 14% | 7% | -20%

# Source: PubChem (National Center for Advancing Translational Sciences (NCATS))
